LYPLA1 inh – LYPLA1 (human) inhibition in PME1 counter-screen | recombinant LYPLA1, FP-Rh probe fluorescence polarization | inhibition, % at 5.9 µM | actives 0.16% (n = 320,000) | AID 2174;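 active = inhibition above the mean of all tested compounds plus 3 SD, set per campaign, cut at about 14% in these data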;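 note: inhibitors block serine hydrolase probe labeling of LYPLA1 so polarization falls; 0% = enzyme with DMSO and 100% = wells lacking LYPLA1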
PAFAH1B2 FP inh – blocks human PAF acetylhydrolase 1b catalytic subunit 2; P68402; recombinant PAFAH1B2, FP-rhodamine activity probe, fluorescence polarization; inhibition, % at 3.39 µM; actives 1.2% (n = 340,000); AID 492953;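 active = inhibition above the mean of all tested compounds plus 3 SD, cut at about 24% in these data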;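 note: 0% = enzyme with DMSO and 100% = wells lacking PAFAH1B2; many of its hits are not listed in these tables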
Target sequence (P68402 whole entry, looked up): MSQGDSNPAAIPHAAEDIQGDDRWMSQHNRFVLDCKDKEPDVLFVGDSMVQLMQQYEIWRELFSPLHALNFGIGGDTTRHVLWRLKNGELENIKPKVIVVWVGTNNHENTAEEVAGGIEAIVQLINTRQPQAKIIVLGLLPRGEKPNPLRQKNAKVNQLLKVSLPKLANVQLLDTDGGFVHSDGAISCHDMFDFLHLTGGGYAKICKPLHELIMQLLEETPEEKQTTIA
pPAFAH inh – inhibitors of human plasma PAF acetylhydrolase (pPAFAH) | Q13093 | recombinant pPAFAH, FP-rhodamine probe fluorescence polarization | inhibition, % at 3.39 µM | actives 1.5% (n = 330,000) | AID 463082;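 active = inhibition above the mean inhibition across the screen plus 3 SD, cut at about 25% in these data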;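 note: inhibitors block binding of the rhodamine activity-based probe so polarization drops; 0% = enzyme with DMSO and 100% = wells lacking pPAFAH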
Target sequence (Q13093 whole entry, looked up): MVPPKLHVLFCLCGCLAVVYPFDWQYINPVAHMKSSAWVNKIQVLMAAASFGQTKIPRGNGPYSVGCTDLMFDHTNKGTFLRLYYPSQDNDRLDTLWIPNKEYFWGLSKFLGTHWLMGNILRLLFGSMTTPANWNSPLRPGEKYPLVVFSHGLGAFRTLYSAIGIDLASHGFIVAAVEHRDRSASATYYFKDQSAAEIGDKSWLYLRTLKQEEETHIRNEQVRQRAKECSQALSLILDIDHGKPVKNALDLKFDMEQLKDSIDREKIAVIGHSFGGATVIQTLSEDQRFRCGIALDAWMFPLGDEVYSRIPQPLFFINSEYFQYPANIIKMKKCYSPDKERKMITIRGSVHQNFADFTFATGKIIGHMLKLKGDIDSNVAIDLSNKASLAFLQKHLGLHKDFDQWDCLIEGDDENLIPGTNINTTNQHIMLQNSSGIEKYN
PAD4 inh – blocks human protein arginine deiminase 4; Q9UM07; inhibition, % at 6.36 µM; AID 485272; recombinant PAD4, RCA probe fluorescence polarization; actives 0.41% (n = 330,000);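 active = percent inhibition above a cutoff equal to the mean of all tested compounds plus 3 SD, cut at about 15% in these data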;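 note: 0% = PAD4 with RCA probe and DMSO and 100% = probe without PAD4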
LYPLA2 inh – LYPLA2 (human) inhibition in PME1 counter-screen; actives 0.38% (n = 320,000); AID 2177; inhibition, % at 5.9 µM; recombinant LYPLA2, FP-Rh probe fluorescence polarization; O95372;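 active = inhibition above the screen-wide mean plus 3 SD, limit set per campaign, cut at about 26% in these data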;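 note: 0% = LYPLA2 with DMSO and 100% = wells lacking LYPLA2 enzyme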
PAFAH2 FP inh – inhibitors of human PAFAH2 | Q99487 | recombinant PAFAH2, FP-rhodamine activity probe, fluorescence polarization | inhibition, % at 3.39 µM | actives 0.99% (n = 340,000) | AID 492956;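 active = inhibition above the mean over all tested compounds plus 3 SD, cut at about 30% in these data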;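 note: inhibitors block probe labeling of enzyme so polarization drops; 0% = enzyme with DMSO and 100% = wells lacking PAFAH2 protein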
PAFAH1B3 FP inh – inhibitors of human PAFAH1B3. Q15102. recombinant PAFAH1B3, FP-rhodamine probe, fluorescence polarization. inhibition, % at 3.39 µM. actives 0.28% (n = 340,000). AID 492972;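 active = inhibition above the screen-wide average of all tested compounds plus 3 SD, cut at about 25% in these data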;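 note: 0% = enzyme with DMSO only and 100% = wells lacking PAFAH1B3 protein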
Target sequence (Q15102 whole entry, looked up): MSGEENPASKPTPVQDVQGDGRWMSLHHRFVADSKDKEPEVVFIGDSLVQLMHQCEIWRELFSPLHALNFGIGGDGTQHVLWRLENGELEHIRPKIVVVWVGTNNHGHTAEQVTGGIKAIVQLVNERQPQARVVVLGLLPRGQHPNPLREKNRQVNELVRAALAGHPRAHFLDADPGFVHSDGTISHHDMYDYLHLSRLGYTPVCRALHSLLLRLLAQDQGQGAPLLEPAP
PME-1 inh – blocks human protein phosphatase methylesterase 1 | Q9Y570 | recombinant PME-1, FP-Rh probe fluorescence polarization | inhibition, % at 5.9 µM | actives 0.53% (n = 320,000);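 active = inhibition above the campaign mean of all compounds plus 3 SD, cut at about 26% in these data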;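 note: competitive labeling of PME-1 active site by serine hydrolase directed probe; 0% = PME-1 with DMSO and 100% = wells lacking PME-1 enzyme; inhibitors block probe labeling so polarization falls and inhibition rises; many of its hits are not listed in these tables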
GSTO1 counter – blocks human GSTO1 in RBBP9 counter-screen; P78417; recombinant GSTO1, activity-based probe fluorescence polarization; inhibition, % at 5.96 µM; actives 1.1% (n = 300,000);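 active = inhibition above the campaign mean inhibition plus 3 SD, cut at about 35% in these data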;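 note: 0% = GSTO1-1 with DMSO and 100% = wells lacking GSTO1-1 enzyme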
* hit, by the source's call; / = not tested or not shown; & = joins results of further samples; ! = not confirmed by another sample. An excerpt; rates above refer to the full screens.

SMILES | LYPLA1 inh | PAFAH1B2 FP inh | pPAFAH inh | PAD4 inh | LYPLA2 inh | PAFAH2 FP inh | PAFAH1B3 FP inh | PME-1 inh | GSTO1 counter
Cc1[nH]n(-c2ccccc2)c(=O)c1C(=O)c1cccc(F)c1 | 2 | -4 | 2 | -10 | 3 | -3 | 3 | 0 | -10
Cc1nnn(-c2nonc2N)c1C(=O)N/N=C/c1ccccc1O | 0 | -3 | 4 | -4 | 5 | 0 | 2 | -2 | 3
COc1ccc(NC(=O)COC(=O)C23CC4CC(CC(NC(C)=O)(C4)C2)C3)cc1S(=O)(=O)N1CCOCC1 | / | 6 | 1 | 0 | / | 7 | 4 | / | /
CNC(=O)c1ccc(N(Cc2ccccc2)S(C)(=O)=O)cc1 | 4 | 11 | 3 | -2 | 6 | 5 | 4 | 0 | 2
CC(=O)NC(CC(=O)Nc1nc(-c2ccccc2)c(C(C)=O)s1)c1ccccc1 (stereo not given) | 1 | 4 | 5 | -2 | -7 | -5 | 5 | 8 | 0
CCOC(=O)c1c(-c2ccc(C)cc2)csc1NC(=O)c1ccc(N2C(=O)CCC2=O)cc1 | -1 | -4 | -6 | 0 | -2 | -9 | 7 | 3 | -2
O=C(NCCCN1CCCCC1)c1ccc2c(c1)NC(=O)C(N1CCOCC1)S2 (stereo not given) | 0 | -1 | 2 | 2 | -3 | 4 | 4 | -1 | 0
CCCNC(=O)NCCc1c(C)[nH]c2ccccc12 | 5 | -3 | 1 | -1 | -1 | 1 | -4 | 2 | 3
COc1ccc(N2CCN(C(=O)CCC(=O)N3Cc4ccccc4Oc4ncccc43)CC2)cc1 | -2 | 6 | -4 | -4 | 19 | 3 | -1 | -5 | 1
Cc1ccc2[nH]c3c(=O)n(CC(=O)NCc4ccco4)ncc3c2c1 | -11 | -1 | 4 | -1 | -14 | -3 | -9 | -18 | 36*
CN(C)C(CNC(=O)CCCOc1ccccc1)c1ccco1 (stereo not given) | 2 | 5 | 7 | 4 | -5 | 1 | 3 | -3 | 8
COc1ccc(CCNC(=O)c2c(C)nn(CC(C)C)c2Cl)cc1 | -5 | 2 | -4 | -12 | -8 | 0 | 3 | -10 | 3
O=C(CNS(=O)(=O)c1ccc(F)cc1)N1CCN(c2ccccc2)CC1 | 11 | 1 | 3 | 2 | 6 | 9 | 6 | -3 | 6
Cc1ccc(OCC(=O)NCCO)c(Br)c1 | -1 | -2 | 3 | -2 | 1 | 4 | 1 | -4 | -2
O=C(Nc1ccccn1)Nc1ccccc1[N+](=O)[O-] | 5 | 9 | 7 | -2 | 0 | 7 | -3 | 1 | -3
Cc1c(C(=O)Nc2ccc(N3CCOCC3)cc2)cccc1[N+](=O)[O-] | -2 | 5 | 1 | 0 | -5 | 4 | 2 | -2 | 9
Cc1ccc(-n2c(C)cc(/C=N/NC(=O)c3ccc(CN4CCOCC4)cc3)c2C)cc1 | 1 | -1 | 12 | 1 | 4 | -2 | -1 | 8 | 8
CSc1ccc(/C=C/C(=O)NC(=O)c2ccccc2O)cc1 | -7 | 4 | 10 | -6 | 6 | -4 | 1 | 1 | -8
COc1ccccc1Oc1c(C)oc2c(CN(C)C)c(O)ccc2c1=O | 2 | 3 | 10 | 6 | 3 | -11 | 4 | 4 | 3
CCN(CC)C(=O)CNC(=O)c1nn(-c2ccc(OC)c(Cl)c2)c(=O)c2ccccc12 | -6 | 0 | 4 | -5 | 4 | -9 | 11 | 1 | -7
O=C(NC1CCCc2ccccc21)c1cncc(Br)c1 (stereo not given) | -1 | 5 | -5 | -5 | 3 | -5 | 3 | -2 | 2
CCOc1ccc(C(=O)COC(=O)CC)cc1 | 1 | 4 | 5 | -1 | 1 | 4 | -2 | 2 | 0
CCN(CC)CCCN1C(=O)C(=O)/C(=C(/O)c2ccc(C)cc2)C1c1ccccn1 (stereo not given) | -2 | 5 | -4 | -2 | 6 | 2 | 10 | 1 | -1
Cc1ccccc1NC(=O)Cn1nc(-c2ccccc2)nc1-c1ccccc1 | 2 | 2 | 4 | -3 | 6 | 0 | 3 | -6 | -11
C/C(=N\Nc1nc(N)cc(Cl)n1)c1ccc(Cl)c(Cl)c1 | 0 | 1 | -1 | -6 | 1 | -6 | -2 | 3 | -11

An excerpt of these results, with values under each structure:
Results follow in this order: LYPLA1 inh	PAFAH1B2 FP inh	pPAFAH inh	PAD4 inh	LYPLA2 inh	PAFAH2 FP inh	PAFAH1B3 FP inh	PME-1 inh	GSTO1 counter
> CSc1ccc(/C=C/C(=O)NC(=O)c2ccccc2O)cc1
    -7	4	10	-6	6	-4	1	1	-8
> CCCNC(=O)NCCc1c(C)[nH]c2ccccc12
    5	-3	1	-1	-1	1	-4	2	3

(more compounds)
SMILES | LYPLA1 inh | PAFAH1B2 FP inh | pPAFAH inh | PAD4 inh | LYPLA2 inh | PAFAH2 FP inh | PAFAH1B3 FP inh | PME-1 inh | GSTO1 counter
CCn1c(=O)cc(OCC(=O)NCc2cccnc2)c2ccccc21 | 0 | 4 | -3 | -1 | -3 | 5 | 7 | -3 | 15
COc1ccc(CCNC(=O)c2cccn2C)cc1 | 1 | 8 | -2 | 4 | 1 | 7 | 9 | -1 | -2
CCOC(=O)N1CCN(C(=O)CSc2nc(C)nc3c2c(=O)n(C)c(=O)n3C)CC1 | -1 | 4 | 4 | -4 | -5 | 6 | 6 | -8 | 3
COc1ccc(N2CC(C(=O)Nc3ncccc3C)CC2=O)cc1 (stereo not given) | -3 | 9 | 1 | -2 | -4 | 0 | 8 | -1 | 4
Cc1cc(C)c(OCC(=O)OCC(=O)N2c3ccccc3CC2C)c(C)c1 (stereo not given) | 1 | 7 | 6 | 0 | 4 | 0 | 5 | -3 | 9
CCOC(=O)c1cnc2c(F)ccc(F)c2c1Sc1ccccc1 | -2 | 4 | 1 | 8 | -2 | 5 | 6 | 2 | 2
COc1ccc(CNC(=O)N2CCN(c3ccccc3)CC2)cc1 | -1 | -4 | 6 | 1 | -6 | 7 | 6 | -8 | 6
COc1cccc(NC(=O)CSc2nc3ccsc3c(=O)n2-c2ccc(C(=O)O)cc2)c1 | 1 | -2 | 0 | 1 | -1 | -5 | 1 | 0 | -2
NS(=O)(=O)c1cccc(NC(=O)c2cncc(Br)c2)c1 | 6 | 1 | 0 | 2 | 7 | 8 | 4 | 3 | 4
CCOc1ccc(CCNC(=O)COC(=O)c2ccc(Br)o2)cc1OCC | 0 | 4 | 0 | -5 | -6 | 24 | -4 | -3 | 1
O=C(NCC1CCCCC1)c1cc([N+](=O)[O-])ccc1N1CCOCC1 | -2 | -2 | 1 | 7 | 0 | -9 | 1 | 0 | 3
CC1(C)CC2CC(C)(CN2S(=O)(=O)c2ccc(C(=O)Nc3ccc(S(=O)(=O)N4CCOCC4)cc3)cc2)C1 (stereo not given) | -44 | -22 | -32 | -8 | -78 | -101 | -23 | -65 | -46
Cn1c(=O)c2c(ncn2CC(=O)N2CCOCC2)n(C)c1=O | 1 | -3 | 5 | -3 | 3 | 8 | -2 | 1 | 0
COc1ccc(C(=O)NCc2ccc(-n3cccc3)cc2)cc1OC | 0 | -7 | 1 | -1 | 2 | -9 | 3 | -2 | 9
COc1cccc(CC2(CO)CCN(Cc3cn(C)nc3C)CC2)c1 | 0 | -1 | 4 | 7 | 5 | 2 | 10 | 2 | 13
N#Cc1cc([N+](=O)[O-])cnc1NCC(O)CO (stereo not given) | 3 | 3 | 1 | -3 | 2 | 13 | -4 | 2 | 3
N#Cc1c2n(cnc1=O)CCCCC2 | -1 | -1 | 5 | 0 | 4 | 0 | -3 | 0 | -8
O=S(=O)(NCC(c1cccnc1)N1CCN(c2ccc(F)cc2)CC1)c1cccs1 (stereo not given) | -1 | 0 | 3 | -2 | -1 | 3 | -3 | -3 | 4
COc1ccc(C(=O)N/N=C(\C)CC(=O)Nc2ccc3ccccc3c2)c(OC)c1 | -3 | -8 | -9 | 2 | -8 | 0 | -8 | -4 | -4
CCOC(=O)c1sc2nc(CN3CCCCC3)nc(Cl)c2c1C | 0 | 1 | 4 | -4 | 1 | -3 | -3 | -2 | -3
O=C(NCCCCCCNC(=O)NCc1ccco1)NCc1ccco1 | 2 | / | 5 | -3 | 6 | / | / | -5 | 8
O=C(O)c1cccc(Cn2c(Cl)c(/C=N/NC(=O)c3ccc(O)cc3)sc2=O)c1 | -6 | 1 | 0 | 0 | -2 | 14 | 4 | -6 | -14
CCc1nc(SCc2ccc(Cl)cc2)n[nH]1 | -1 | 8 | 0 | -3 | 1 | 0 | 0 | -1 | -4
CCC(=O)N(C)CCc1cc2c(c(OC)c1/C=N/NC(=O)[C@H]1C[C@@H]1c1ccccc1)OCO2 | -3 | 5 | 0 | 1 | -2 | 8 | 8 | 4 | 2
COc1ccccc1NC(=O)NC(=O)c1ccccc1 | -3 | 0 | 2 | 1 | -4 | 2 | 3 | -2 | 5

Look-ups from the list:
pPAFAH inh, COc1ccc(C(=O)N/N=C(\C)CC(=O)Nc2ccc3ccccc3c2)c(OC)c1 → -9
pPAFAH inh, CCN(CC)CCCN1C(=O)C(=O)/C(=C(/O)c2ccc(C)cc2)C1c1ccccn1 (stereo not given) → -4
PAFAH1B2 FP inh, CCN(CC)C(=O)CNC(=O)c1nn(-c2ccc(OC)c(Cl)c2)c(=O)c2ccccc12 → 0
PAD4 inh, CCOC(=O)c1cnc2c(F)ccc(F)c2c1Sc1ccccc1 → 8
PAD4 inh, COc1cccc(CC2(CO)CCN(Cc3cn(C)nc3C)CC2)c1 → 7

Additional entries follow:
SMILES | LYPLA1 inh | PAFAH1B2 FP inh | pPAFAH inh | PAD4 inh | LYPLA2 inh | PAFAH2 FP inh | PAFAH1B3 FP inh | PME-1 inh | GSTO1 counter
O=C(NCc1ccc(-c2nc3ccccc3s2)cc1)c1cc2ccccc2o1 | 2 | 2 | 3 | -2 | -3 | -13 | 0 | 7 | 3
CC(C)N1C(=O)NC2(c3ccccc3)N(C)C(=O)N(C)C12c1ccccc1 (stereo not given) | -4 | 5 | 1 | 0 | -3 | 4 | 3 | 3 | -2
COC(=O)C1Cc2c([nH]c3ccccc23)CN1C(C)=O (stereo not given) | 0 | 2 | 6 | -4 | -3 | 9 | -6 | 0 | 6
CC1CN(C(=O)COC(=O)c2ccc(Cl)c(S(=O)(=O)N3CCCCC3)c2)CC(C)O1 (stereo not given) | 3 | -3 | 0 | 2 | -4 | 2 | 1 | -1 | 0
COc1ccc(-c2cc(NCc3ccccn3)n3ncnc3n2)cc1 | 0 | 3 | 6 | 1 | 3 | -2 | 7 | 5 | 2
CCSc1nc2ccccc2[nH]1 | -3&1 | -2&-3 | 0&-3 | 17*! | -3&-1 | -12&-2 | 1&6 | -2&0 | -2&8
O=C(c1ccco1)N1CCN(S(=O)(=O)c2ccc(Oc3ccccc3)cc2)CC1 | -1 | 0 | 7 | 0 | 6 | 10 | 4 | -1 | -13
CCc1ccc(N(CC(=O)NC(C)(C)C)C(=O)CNC(=O)c2cccs2)cc1 | 3 | 5 | 2 | -3 | 2 | -1 | 12 | -3 | -1
COc1ccc(C2CC(=O)N(C)c3ccccc3S2)cc1OC (stereo not given) | 4 | 7 | 0 | 3 | 4 | 7 | 13 | 5 | 1
CN(C)CCNc1c2c(nc3ccccc13)CCC2 | 2 | 2 | 0 | 1 | 2 | 0 | -3 | 2 | 2
Cc1cc(C)n(C(=O)CNC(=O)c2cccs2)n1 | 5 | -3 | 7 | 0 | 8 | 9 | -1 | 6 | -3
Cc1ccc(OCC(=O)NNC(=O)CSc2ncnc3sc(C)c(C)c23)cc1 | 0 | -2 | -8 | -3 | 5 | 5 | 4 | -9 | 11
